Source: PubChem (several laboratories)
Platelet DG rel: platelet dense granule release activity. AID 1663. inhibition, %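 (compounds screened at 7.5 µM in platelet-rich plasma)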. 300,000 tested, 0.22% active. human platelet-rich plasma, SFLLRN dense granule ATP release, luminescence;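 active = mean replicate score, as percent of positive control, at or above 50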
HSP90 inh: inhibitors of HSP90 luciferase refolding in rabbit reticulocyte lysate | inhibition, % at 5.6 µM | luciferase refolding luminescence, 3 h | 290,000 tested, 0.91% active;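 active = inhibition above the screen-wide mean plus 3 SD, computed separately per campaign, cut at about 16% in these data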;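 note: 0% = DMSO wells and 100% = 60 µM geldanamycin wells; inhibitors lower the luminescence because luciferase stays unfolded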
GSK3 alpha inh: blocks human GSK-3 alpha kinase | ADP-Glo luminescence, 60 min | P49840 | inhibition, % at 10 µM | 320,000 tested, 0.1% active;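 in the data active = inhibition above about 50%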;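 note: GST-tagged GSK-3 alpha with peptide substrate and 25 µM ATP; 0% = DMSO neutral wells and 100% = GW8510 positive control wells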
Target sequence (P49840 whole entry, looked up): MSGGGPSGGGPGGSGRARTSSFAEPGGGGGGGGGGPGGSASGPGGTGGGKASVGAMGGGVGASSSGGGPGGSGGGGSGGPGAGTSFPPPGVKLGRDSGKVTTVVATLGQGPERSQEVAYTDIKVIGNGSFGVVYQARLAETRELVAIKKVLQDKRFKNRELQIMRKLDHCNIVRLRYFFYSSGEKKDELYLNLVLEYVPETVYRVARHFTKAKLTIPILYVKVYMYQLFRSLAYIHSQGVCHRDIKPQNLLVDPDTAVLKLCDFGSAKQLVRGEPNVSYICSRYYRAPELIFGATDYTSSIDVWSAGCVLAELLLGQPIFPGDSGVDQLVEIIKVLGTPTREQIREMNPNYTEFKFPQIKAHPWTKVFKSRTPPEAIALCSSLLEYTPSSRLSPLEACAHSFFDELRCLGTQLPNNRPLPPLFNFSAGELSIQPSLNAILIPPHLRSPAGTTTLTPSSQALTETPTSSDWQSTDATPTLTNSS
HSF1 inhib: HSF1 inhibition; NIH3T3-HGL HSE-luciferase, MG132-induced, luminescence 8 h; stronger effect = lower value; activity change, negative = inhibition, % at 7.5 µM (by protocol); 300,000 tested, 0.77% active;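 active = more than half of replicate wells show activity change below -50%, luminescence cut by over half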;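 note: luciferase reports HSF-1 transcriptional activity via heat shock element; 0% = median of DMSO wells and -100% = zero luminescence signal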
DYRK1A inh: Dyrk1A (rat) kinase inhibition; ADP-Glo luminescence, NFATc1 peptide; 310,000 tested, 0.43% active; inhibition, % at 12.5 µM; in the data active = inhibition above about 50%;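 note: plate controls were vehicle with enzyme for no effect and no enzyme for full effect; many of its hits are not listed in these tables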
aSyn UTR inh: MLPCN primary screen, SNCA 5' untranslated region; alpha-synuclein 5'UTR reporter, inhibitor activity; inhibition, % (tested at 7.5 µM); 300,000 tested, 0.82% active; in the data active = inhibition above about 60%;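 note: H4 neuroglioblastoma cells stably carrying SNCA 5'UTR luciferase fusion; 0% = DMSO wells and 100% = positive control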
HSF-1 act: increases HSF-1 driven luciferase reporter signal. NIH3T3-HGL HSF-1 luciferase reporter, MG132, 8 h; 100% = twice DMSO control signal. activation, % at 9 µM. 300,000 tested, 1.7% active;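 active = mean replicate activation of at least 50% with a set share of replicates each reaching 50%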;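 note: 0% = median of the neutral control wells and 100% = twice that signal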
KLF5 inhibitor: kruppel-like factor 5 inhibition | inhibition, % at 5 µM | DLD-1 KLF5 promoter-luciferase reporter, luminescence | 290,000 tested, 0.23% active | AID 1700;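 active = inhibition above a per-plate limit of that plate's mean compound inhibition plus 3 SD, cut at about 60% in these data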;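 note: 0% = DMSO wells and 100% = LY294002 at 200 µM; higher means less KLF5 promoter-driven luciferase light; inactives centre near -14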
GSK3beta inhib: human GSK3beta kinase inhibition. activity score (negative = inhibition), % at 10 µM. P49841. 300,000 tested, 0.038% active. GST-GSK3beta kinase, ADP-Glo luminescence, 60 min; stronger effect = lower value. AID 2097;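 active = more than half of replicate wells score below -50%, meaning over 50% inhibition versus plate controls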;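 note: 0% = median DMSO wells and -100% = median GW8510 positive control wells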
Target sequence (P49841 whole entry, looked up): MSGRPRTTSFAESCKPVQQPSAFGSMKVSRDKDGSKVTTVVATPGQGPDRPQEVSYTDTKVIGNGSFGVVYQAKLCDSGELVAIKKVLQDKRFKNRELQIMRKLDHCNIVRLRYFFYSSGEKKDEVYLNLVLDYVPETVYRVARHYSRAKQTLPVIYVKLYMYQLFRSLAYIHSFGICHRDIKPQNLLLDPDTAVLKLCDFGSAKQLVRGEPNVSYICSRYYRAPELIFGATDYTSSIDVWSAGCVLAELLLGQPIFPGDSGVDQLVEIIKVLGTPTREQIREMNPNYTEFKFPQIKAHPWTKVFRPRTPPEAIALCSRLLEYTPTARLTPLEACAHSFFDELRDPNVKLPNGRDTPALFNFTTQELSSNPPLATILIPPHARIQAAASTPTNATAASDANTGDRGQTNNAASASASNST
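test system = GST-tagged human GSK3beta kinase, cell-free | reagent = 25 µM ATP with peptide substrate | dosing = one dose of 10 µM per compound | schedule = 60 min reaction, RT | detection = luminescent ADP-Glo measurement of ADP formed | control set = DMSO neutral wells and GW8510 at 20 µM as positive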
IEC-6 cytotox: counter-screen for KLF5 inhibitors: cytotoxicity in IEC-6 cells; IEC-6 cytotoxicity, luminescence viability; inhibition, % at 5 µM; 290,000 tested, 0.78% active; in the data active = inhibition above about 22%;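 note: 0% = plate median of test compound wells and 100% = cytotoxic reference compound wells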
Starred values were filed as active, the others as inactive; nt = no result given.

SMILES	Platelet DG rel	HSP90 inh	GSK3 alpha inh	HSF1 inhib	DYRK1A inh	aSyn UTR inh	HSF-1 act	KLF5 inhibitor	GSK3beta inhib	IEC-6 cytotox
Cn1c(=O)c2c(ncn2CC(=O)N/N=C/C=C\c2ccccc2[N+](=O)[O-])n(C)c1=O	12.7	-0.4	-0.9	-4.3	nt	6.5	2.6	-6.8	-0.8	-7.2
O=C(C1=C[C@@H](C2CC2)C[C@@H](OCCCCO)O1)N1CCN(Cc2ccccc2)CC1	-1.1	4.0	0.7	0.8	3.4	-1.5	-5.5	10.5	5.8	-1.1
CC1CCCC(C)N1C(=S)NCc1ccco1 (stereo not drawn)	1.0	2.7	2.8	-3.3	-10.2	3.7	-3.9	-26.2	-23.0	-12.5
CC(=O)Nc1ccc(-c2ccc(NC(C)=O)c(O)c2)cc1O	21.6	-1.0	-2.7	1.4	0.9	-50.7	-1.5	-40.2	-2.4	-3.4
O=C(NCCO)c1scc2c1OCCO2	-3.4	0.6	11.7	-0.7	24.7	4.4	-13.7	-1.1	-2.6	-4.0
C[C@H](NC(=O)OCc1ccccc1)c1nnc([C@H](Cc2ccccc2)NC(=O)OC(C)(C)C)o1	-8.2	nt	0.3	-2.4	7.0	3.1	-7.3	nt	-0.6	nt
CCOC(=O)c1c(C)[nH]c(C)c1C(=O)COC(=O)c1ccc(OC)cc1	24.1	-0.9	-0.3	3.2	0.3	-12.3	10.2	-14.0	3.0	-0.9
C/C(=N\NC(=O)c1cc(C2CC2)nc2ccccc12)c1ccc(C)s1	-5.0	-0.1	-1.6	25.5	6.4	17.7	18.9	-19.6	-5.9	3.6
O=C(O)/C=C\C(=O)NCc1cccnc1	6.8	-1.1	-0.7	0.3	2.8	3.8	-3.2	-28.9	2.8	3.6
COc1ccc(Nc2nccc(-c3cccc(N)c3)n2)cc1	-1.1	1.3	12.6	-10.3	24.6	-15.7	3.9	-103.8	-10.4	-2.6
Cc1ccc(-c2nc(SCC(=O)NCCN3C(=O)CSC3=O)[nH]c2-c2ccc(C)cc2)cc1	2.8	0.0	-2.3	6.5	nt	5.6	14.1	-9.2	3.9	-4.4
CC(NS(=O)(=O)c1ccccc1)C(=O)Nc1ccc2c(c1)OCCO2 (stereo not drawn)	19.4	-2.3	0.9	-14.9	nt	2.0	6.7	-12.8	0.3	0.7
COc1cccc2cc(C(=O)CS(=O)(=O)c3ccc(C)cc3)c(=O)oc12	-3.3	-4.9	-2.7	-1.9	3.7	12.2	4.9	-38.1	-54.1*	-2.1
O=C(COC(=O)CC1Sc2ccccc2NC1=O)NCc1ccccc1 (stereo not drawn)	-8.3	nt	0.3	-0.2	8.9	2.4	-8.7	nt	3.3	nt
N/C(CCS(=O)(=O)c1ccc(Cl)cc1)=N\OC(=O)c1ccccc1Cl	8.3	3.8	-1.6	21.0	-4.1	-3.7	31.4	3.1	-0.9	2.4
O=C(c1ccc(-c2ccccc2)cc1)c1ccc([N+](=O)[O-])cc1	-3.9	6.8	-1.6	6.1	nt	-4.1	2.1	-31.2	0.6	-1.1
Cc1ccc(-c2cc[n+](Cc3ccccc3)cc2)cc1	nt	2.8	-0.8	nt	-3.8	nt	nt	-18.4	-2.1	4.2
C=CCS(=O)(=O)N1CCCC(Cc2ccccc2C)(C(=O)OCC)C1 (stereo not drawn)	-12.4	-0.5	1.1	-3.5	nt	6.8	-0.4	-0.9	0.9	-11.6
CCN1CCCC1CNS(=O)(=O)c1ccc(Br)cc1 (stereo not drawn)	-3.3	0.6	-1.4	-8.3	4.5	9.4	9.9	-12.6	-1.4	-9.2
O=C(O)/C(=C\c1cccs1)Sc1nnc(-c2ccc(F)cc2)o1	-5.0	-0.7	-1.9	-4.5	-1.6	2.6	-1.7	-18.3	-1.5	-8.8
CN1C(=O)C(=O)N(CC(=O)N2CCc3ccccc32)C1=O	-5.6	0.1	-4.9	-2.3	-7.4	-6.2	-0.2	-14.5	2.1	-9.6
CCOc1ccc(-c2c(C(=O)N/N=C/c3cccs3)nnn2-c2nonc2N)cc1	-2.6	-2.3	1.7	-1.7	-4.5	-6.9	4.0	-26.6	0.2	-4.0
O=C(c1ccccc1)N1CN2CN(C(=O)c3ccccc3)CC([N+](=O)[O-])(C2)C1	15.8	1.6	-3.0	-3.6	1.4	5.7	-1.9	-8.5	2.1	-3.9
O=C(c1ccc(Cl)cc1)N1CCN(c2cccc3[nH]ccc23)CC1	-10.2	1.1	2.6	-1.8	-2.9	-7.6	11.7	-31.4	0.2	5.2
COc1cc(S(=O)(=O)Nc2ccccn2)ccc1F	3.1	0.2	1.0	-2.0	0.4	24.4	4.5	-10.2	-1.0	-1.3
COc1ccccc1OCCNC(=O)C1CC(=O)N(Cc2ccc(C)cc2)C1 (stereo not drawn)	-8.6	nt	nt	5.4	4.3	-9.9	9.0	nt	3.4	nt
On1nnc2ccccc21	-8.7	2.2	0.9	0.4	1.6	20.1	-0.7	-8.0	-0.5	-1.9
CCC(=O)Nc1ccc(OCC2CCCO2)cc1 (stereo not drawn)	-1.9	-2.4	-0.2	0.5	nt	0.7	-9.1	3.2	-0.2	-3.1
COc1ccc(C2C(C(=O)c3ccc(C)o3)=C(O)C(=O)N2c2cc(C)on2)cc1OC (stereo not drawn)	3.3	1.6	-8.4	3.9	2.1	-5.2	-1.9	-24.5	-0.7	-5.1
CCc1c(C)c(C#N)c2nc3ccccc3n2c1Cl	13.1	-1.6	nt	378.3	nt	105.3*	435.4*	-4.1	-0.2	-5.7
Cc1cccc(OCCOCCN2CCOCC2)c1C	-7.6	-0.2	-0.5	-6.9	-2.3	2.7	1.7	-7.1	0.1	3.4
CCc1ccccc1OCc1nnc(N)s1	-4.7	6.6	-2.7	-7.1	-0.9	-0.7	0.1	-16.4	1.1	1.1
CCn1c(Oc2ccccc2F)nc2c1c(=O)n(C)c(=O)n2C	-0.7	0.0	-1.8	-43.2	-2.7	8.8	-39.1	-20.9	4.3	-3.3
Cn1c(=O)c2c(ncn2CC(=O)N2CCN(C(=O)c3ccco3)CC2)n(C)c1=O	-3.2	3.2	4.6	-0.9	-1.4	-1.5	-8.4	-2.9	-0.8	1.3
C=CCNC(=O)CSc1nc2sc(C)c(C)c2c(=O)[nH]1	14.4	-1.5	5.0	19.3	1.8	-6.6	21.0	6.4	0.9	-6.2
O=C(NCC1CCCO1)c1ccccn1 (stereo not drawn)	-0.5	0.4	0.3	-1.0	9.3	0.9	27.3	-26.5	1.9	0.6

Fetched by compound from above:
SMILES	Platelet DG rel	HSP90 inh	GSK3 alpha inh	HSF1 inhib	DYRK1A inh	aSyn UTR inh	HSF-1 act	KLF5 inhibitor	GSK3beta inhib	IEC-6 cytotox
COc1cc(S(=O)(=O)Nc2ccccn2)ccc1F	3.1	0.2	1.0	-2.0	0.4	24.4	4.5	-10.2	-1.0	-1.3
CCC(=O)Nc1ccc(OCC2CCCO2)cc1 (stereo not drawn)	-1.9	-2.4	-0.2	0.5	nt	0.7	-9.1	3.2	-0.2	-3.1

Next entries:
SMILES	Platelet DG rel	HSP90 inh	GSK3 alpha inh	HSF1 inhib	DYRK1A inh	aSyn UTR inh	HSF-1 act	KLF5 inhibitor	GSK3beta inhib	IEC-6 cytotox
O=C(Nc1cc(N2CCCCC2)ncn1)c1ccccc1	-2.2	-5.5	-1.4	6.5	2.0	-9.6	1.5	5.3	0.4	-2.3
CCOC(=O)c1c(C)[nH]c(C)c1C(=O)COc1ccc(NC(=O)c2ccco2)cc1	-1.5	-0.2	-0.9	-1.0	-2.3	-7.9	1.5	-8.9	0.9	-6.7
Cc1ccc(Oc2c(F)c(F)nc(N3CCCC3)c2F)cc1	-5.4	0.6	0.1	2.7	1.5	0.6	-1.5	-27.3	1.4	-7.2
Cc1nc(NC(=O)c2ccco2)sc1C(=O)Nc1ccc(Br)cc1	1.9	-0.1	9.2	-2.8	-5.1	-17.4	2.9	-11.8	-0.5	-1.0
COc1cccc(OCc2cc(C3Nc4ccccc4C(=O)N3Cc3ccco3)ccc2OC)c1 (stereo not drawn)	-0.4	0.0	nt	16.1	-3.0	17.0	24.6	-19.4	2.4	1.2
C=CCc1cccc(/C=N/NC(=O)CCC(=O)Nc2ccc(C)cc2)c1O	7.3	-2.9	-2.5	-5.1	-1.0	31.2	13.8	-24.0	1.9	-0.6
COCCOC1CCN(C(=O)C2CCC(=O)N(CCc3cccc(F)c3)C2)CC1 (stereo not drawn)	-12.4	-0.6	-2.6	-3.8	0.1	15.2	0.0	-18.2	0.4	-1.2
CCOC(=O)c1ccc(NS(=O)(=O)c2ccc(Cl)nc2)cc1	-1.9	0.2	-4.9	-6.2	nt	-0.9	-2.0	-16.6	3.4	0.2
CC(=O)Nc1ccc(S(=O)(=O)NC2CC3CCC2C3)cc1 (stereo not drawn)	0.0	-1.7	1.7	0.4	nt	14.3	2.9	-48.4	-0.5	-2.8
COc1ccc(NC(=O)Cc2coc3cc(C)c(C(C)C)cc23)cc1S(=O)(=O)N1CCOCC1	12.6	1.5	-1.5	5.8	-4.0	9.7	-11.3	-14.4	1.3	0.6
COc1ccc(NC(=O)Nc2ccccc2OC)cc1	6.9	0.6	-1.9	1.5	2.8	-95.8	27.8	-71.8	-1.7	4.4
O=S(=O)(NCCN1CCOCC1)c1cc(Cl)ccc1Cl	2.9	0.3	-2.4	-8.2	-4.3	6.7	5.2	-29.2	-2.1	3.8
Cc1cc(C)c2c(c1)c(C)cc1nnc(SCC(=O)NCc3ccco3)n12	2.9	-1.9	0.5	-2.6	6.5	3.9	3.8	-19.4	2.8	-3.7
COc1cc(-c2nc3cnccn3c2Nc2ccc(C)cc2)ccc1O	5.5	-1.1	9.1	-10.5	-5.5	22.1	-9.3	-64.0	4.3	1.1
Cc1c(Cl)cccc1NS(=O)(=O)c1c(C(=O)N2CCOCC2)c(C)n(C)c1C	-13.9	-1.9	-1.4	3.4	-0.1	-7.7	3.1	-26.0	-1.8	-9.1
O=C(CN1CCN(S(=O)(=O)c2ccc(F)cc2)CC1)Nc1ccc(F)cc1F	-9.3	0.1	-3.8	17.0	nt	-47.3	18.7	-24.8	1.9	4.0
COc1ccc(-c2nn3c(-c4ccccc4)nnc3s2)cc1	1.8	-2.7	0.8	-2.7	nt	-15.7	9.1	-31.6	-0.2	-2.9
COc1ccccc1CNC(=O)c1cn(C)c2ccc(S(=O)(=O)N3CCCCC3)cc2c1=O	-4.8	-3.6	-5.1	-6.9	nt	21.1	-6.1	3.6	1.8	-3.0
Cc1ccn(CCC(=O)Nc2ccc3c(c2)OCO3)n1	-1.3	-3.3	0.2	0.7	8.8	-35.3	4.4	-27.1	1.7	-0.3
COc1ccc(/C(O)=C2\C(=O)C(=O)N(Cc3ccco3)C2c2ccc(OC)cc2OC)cc1 (stereo not drawn)	4.5	-1.0	0.2	-1.1	3.3	25.4	-2.6	-11.8	-0.6	-2.9

Not all compounds are listed; count on the stated rates, not on these rows.
